Bioassay records (PubChem)
TR SRC2 fluor cs: Total Fluorescence Counterscreen for Inhibitors of the Interaction of Thyroid Hormone Receptor and Steroid Receptor Coregulator 2 | TRb/SRC2 Texas Red total fluorescence interference | Potency, µM (top dose mostly 106 µM), inactives show at the top dose fluorescence change, negative = quenching | 280,000 compounds, 0.29% hits; active = well fitted curve in either direction with a large enough effect; inconclusive = small, poorly fitted or top-dose-only effect; also: % is scaled to controls: 0 for no effect and ±100 for the full control effect
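Flags fluorescent or light-absorbing compounds by total fluorescence, S + 2P, at 555 nm excitation and 632 nm emission. Mixture: 20 nM Texas Red SRC2 peptide, 0.6 uM human TRb LBD, 1 uM T3, 5% DMSO; compound exposure 5 h at ambient temperature.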
Tau ThT inhib: qHTS for Inhibitors of Tau Fibril Formation, Thioflavin T Binding; recombinant tau K18 P301L, heparin-induced fibrillization, ThT fluorescence; Potency, µM (doses to about 57.4 µM), for the others: top-dose activity, negative = inhibition, most hits filed as inhibitors; 270,000 compounds, 2.1% hits; AID 1460, 2008; also: % is scaled to controls: 0 for no effect and ±100 for the full control effect; nearly all actives have a fitted effect of over 55% in size
Target sequence (P10636 561-689 P618L limits assumed): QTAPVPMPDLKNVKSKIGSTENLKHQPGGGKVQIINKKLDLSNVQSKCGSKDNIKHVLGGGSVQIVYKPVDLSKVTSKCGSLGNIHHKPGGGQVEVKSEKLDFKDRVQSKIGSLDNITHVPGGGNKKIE
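ThT emission at 510 nm, taken 1 hr after adding 30 uM dye, quantifies aggregates formed when 20 uM heparin acts on human tau K18 P301L for 6 hr at 37 C.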
Tau fluor cs: Counterscreen qHTS for Inhibitors of Tau Fibril Formation, Fluorescence Polarization; AID 1463, 2008; tau K18 P301L Alexa594 fluorescence, heparin fibrillization; Potency, µM (series often up to 57.7 µM), without a hit: at the top dose activity change, negative = decrease; 280,000 compounds, 0.93% hits; also: % is scaled to controls: 0 for no effect and ±100 for the full control effect; nearly all actives have a fitted effect of over 55% in size
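Human tau K18 P301L (15 uM unlabeled, 0.24 uM Alexa 594-labeled) in 100 mM sodium acetate pH 7 with 20 uM heparin, 6 hr at 37 C. ThT 30 uM added, 1 hr ambient; Alexa 594 FP and total fluorescence read at 555/632 nm.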
L3MBTL1 inh: qHTS Assay for the Inhibitors of L3MBTL1 | Lethal(3)malignant brain tumor-like protein 1 (Homo sapiens), Q9Y468 | 230,000 compounds, 0.66% hits | Potency, µM (top dose mostly 57.1 µM), for the others: at the top dose activity, negative = inhibition, hits mostly inhibitors | AlphaScreen L3MBTL1–H3K9me1 peptide binding; also: % is scaled to controls: 0 for no effect and ±100 for the full control effect; nearly all actives have a fitted effect of over 60% in size
Target sequence (Q9Y468 whole entry, looked up): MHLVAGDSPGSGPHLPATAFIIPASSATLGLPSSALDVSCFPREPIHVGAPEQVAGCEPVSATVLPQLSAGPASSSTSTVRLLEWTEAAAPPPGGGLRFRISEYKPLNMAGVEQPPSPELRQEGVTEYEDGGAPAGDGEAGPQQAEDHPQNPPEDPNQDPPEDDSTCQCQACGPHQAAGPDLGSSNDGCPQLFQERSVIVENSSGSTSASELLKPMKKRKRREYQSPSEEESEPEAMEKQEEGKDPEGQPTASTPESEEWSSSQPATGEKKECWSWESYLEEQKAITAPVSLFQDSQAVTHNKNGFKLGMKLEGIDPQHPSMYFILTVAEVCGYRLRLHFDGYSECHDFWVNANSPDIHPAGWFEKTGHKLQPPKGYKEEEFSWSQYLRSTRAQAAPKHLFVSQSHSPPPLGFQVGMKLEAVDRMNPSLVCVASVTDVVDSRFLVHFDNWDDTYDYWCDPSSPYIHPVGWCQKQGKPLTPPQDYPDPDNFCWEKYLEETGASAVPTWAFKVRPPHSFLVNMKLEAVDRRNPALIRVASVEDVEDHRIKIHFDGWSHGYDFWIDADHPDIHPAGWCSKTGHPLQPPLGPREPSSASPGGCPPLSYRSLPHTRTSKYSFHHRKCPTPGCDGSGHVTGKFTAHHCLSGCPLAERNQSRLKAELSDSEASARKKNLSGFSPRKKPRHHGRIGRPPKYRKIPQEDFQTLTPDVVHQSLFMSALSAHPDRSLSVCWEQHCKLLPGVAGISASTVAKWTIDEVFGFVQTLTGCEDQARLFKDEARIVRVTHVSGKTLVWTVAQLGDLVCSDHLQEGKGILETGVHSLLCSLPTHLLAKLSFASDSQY
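AlphaScreen proximity signal between nickel-chelate acceptor and streptavidin donor beads (final 10 ug/mL) reports binding of 50 nM L3MBTL1 to 75 nM biotin-H3 K9me1 peptide; complex incubated with compounds 30 min at room temperature; cefsulodin titration as control.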
RECQ1 helicase: qHTS Assay for Inhibitors of RecQ-Like Dna Helicase 1 (RECQ1) | ATP-dependent DNA helicase Q1 (Homo sapiens), P46063 | RECQ1 DNA unwinding, red fluorescence kinetic read | Potency, µM (series often up to 57.3 µM), for inactives: top-dose activity, negative = inhibition, actives largely listed as inhibitors | 240,000 compounds, 0.54% hits;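 also: plate controls were vehicle for no effect and no enzyme for full effect; nearly all actives have a fitted effect of over 30% in size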
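RECQ1T1 50 nM; forked duplex (20 bp + 30-nt ss tails) 200 nM, ATP 2 mM final; pH 8.0, 2 mM MgCl2, 2.5 ug/ml poly(dI-dC); 15 min compound preincubation; discontinuous kinetic read over 2 h at RT.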
TRb SRC2 PPI: qHTS for Inhibitors of the Interaction of Thyroid Hormone Receptor and Steroid Receptor Coregulator 2. TRbeta-SRC2 peptide binding, fluorescence polarization; receptor liganded with 1 µM T3. 280,000 compounds, 0.065% hits. Thyroid hormone receptor beta (Homo sapiens), P10828. Potency, µM (doses to about 106 µM), for the others: top-dose activity change, negative = inhibition, actives largely listed as inhibitors;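 also: plate controls were bound peptide for no effect and peptide without receptor for full effect; nearly all actives have a fitted effect of over 50% in size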
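Human TRb ligand-binding domain (0.6 uM) is mixed with 20 nM Texas Red SRC2 peptide and 1 uM T3; after compound addition and 5 hr at ambient temperature, polarization is measured and normalized to unbound and bound controls.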
HTT ATP protect: qHTS Multiplex Assay to Identify Dual Action Probes in a Cell Model of Huntington: Cytoprotection (ATP); 230,000 compounds, 0.14% hits; Potency, µM (highest dose often 56.4 µM), without a hit: cytoprotection (ATP increase), actives largely listed as activators; PC12 HTT-Q103 induced, cytoprotection, ATP luminescence, 40 h;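 also: % of control where 0% means no effect; nearly all actives have a fitted effect of over 45% in size; toxic huntingtin expression switched on by the ecdysone agonist tebufenozide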
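Cells were plated at 1500 per well in phenol red-free DMEM with 5% equine and 5% calf serum. Tebufenozide (100 nM final) and compounds were added, then ATPlite reagent, and luminescence was read.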
Tau FP inhib: qHTS for Inhibitors of Tau Fibril Formation, Fluorescence Polarization; K18 P301L tau heparin fibrillization, Alexa594 FP, 6 h; 280,000 compounds, 0.39% hits; Microtubule-associated protein tau (Homo sapiens), P10636; Potency, µM (series often up to 57.7 µM), without a hit: at the top dose activity, negative = inhibition, most hits filed as inhibitors; also: % is scaled to controls: 0 for no effect and ±100 for the full control effect; nearly all actives have a fitted effect of over 55% in size
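Quantitative HTS format: compounds meet 15 uM recombinant K18 P301L tau and Alexa 594-tau tracer in 100 mM sodium acetate pH 7; 20 uM heparin triggers fibrillization at 37 C over 6 hr; FP gives the signal.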
The depositor's hits bear a star; i = inactive; ? = inconclusive; . = not tested or not shown; & = joins results of further samples; [ ] = dose if it differs, or a comment. Unless noted, calls follow the shape of the dose curve; as a rule, active = well fitted curve in the direction sought with a large enough effect; inconclusive = small, poorly fitted or top-dose-only effect, or another doubt; inactive = no such curve, though single readings can be large; an effect the other way counts as inactive or inconclusive. Potency is read from the fitted curve at half-maximal effect. These rows are one share of the data; the hit share may differ from the screen's.

SMILES	TR SRC2 fluor cs	Tau ThT inhib	Tau fluor cs	L3MBTL1 inh	RECQ1 helicase	TRb SRC2 PPI	HTT ATP protect	Tau FP inhib
Cc1nn(Cc2ccccc2)c2c1C(c1cccc(Cl)c1)C(C#N)=C(N)O2 (stereo unspecified)	-1.6%	?	?	.	6.8%	0.2%	-2.9%	?
O=C(c1ccccc1)N1CCN(Cc2cccc(Oc3ccccc3)c2)CC1	-5.0%	-15.0%	-4.3%	0.1%	-7.6%	4.9%	-3.6%[10 µM]	5.6%
Cc1ccc(S(=O)(=O)/N=S(\C)CC2CC2(Cl)Cl)cc1 (stereo unspecified)	-0.9%	-4.2%	-8.8%	.	5.5%	-12.1%	-7.1%	-11.4%
CCOc1cc(CNCC(C)C)c(Cl)cc1OCC(=O)Nc1ccccc1	-4.1%	7.5%	6.6%	1.9%[11.4 µM]	i	2.9%	17.4%	-1.3%
CCc1nnc(NC(=O)CSc2nnc3c4ccccc4n(C)c3n2)s1	0.4%	?	-6.9%	-4.4%	-11.0%	-14.1%	-10.8%	-1.9%
CC(=O)NC1(C(=O)O)CCCC1	-0.9%	-7.1%	-5.0%	13.3%	-6.1%	5.1%	14.2%[10 µM]	3.4%
FC(F)(F)c1ccc(CN2CCCCCC2)cc1	-0.8%	-6.3%	-5.8%	.	-7.4%	11.0%	-4.4%	-2.6%
CCC(=O)OC1=C(C(C)=O)N(Cc2ccccc2)S(=O)(=O)c2ccccc21	5.8%	?	-16.7%	.	.	-1.1%	.	-7.0%
Nc1ccc(Oc2ccc3nc(-c4ccccc4)c(-c4ccc([N+](=O)[O-])cc4)nc3c2)cc1	2.9%	?	?	?	-4.9%	2.9%	-31.0%	?
COc1ccc(-c2nnc(SCc3nnc(-c4cccs4)o3)n2CC2CCCO2)cc1 (stereo unspecified)	4.4%	-8.5%	-6.3%	1.6%	4.4%	1.3%	-1.4%[1.9 µM]	7.8%
O=CN1CCN(C2CC(=O)N(c3ccc(Br)cc3)C2=O)CC1 (stereo unspecified)	-9.0%	-2.7%	3.0%	28.7%	5.3%	-4.6%	-7.6%[10 µM]	0.4%
COc1ccc(NS(=O)(=O)c2cn(C)c(=O)n(C)c2=O)c(OC)c1	-2.9%	.	-6.0%	.	-13.1%	3.6%	-4.6%[10 µM]	7.8%
O=c1c2c(nc3c(-c4ccc(Cl)cc4)c[nH]n13)CCCC2	0.0%	?	-23.3%	4.1%	-3.2%	5.7%	-58.0%[inhibitor]	2.7%
CCn1c(SCc2nc3ccccc3[nH]2)nnc1-c1cccnc1	-0.9%	-3.8%	-13.5%	.	-1.1%	-6.2%	-13.4%	?
COc1ccc(-c2c(C)nn3c(-c4ccccc4)cc(C)nc23)cc1	-2.0%	?	?	.	-2.5%	4.0%	-18.9%	0.7%
NC(C(=O)O)[C@H](O)C(=O)O (stereo partly specified)	-2.2%	11.3%	4.5%	.	-10.5%	-7.8%	-2.8%	-2.0%
Fc1ccc(-c2n[nH]c(=S)n2CC2CCCO2)cc1 (stereo unspecified)	-3.6%	-0.6%	-1.7%	.	-18.8%	-2.4%	-4.9%	1.8%
O=C1C=C(Nc2ccccc2)C(=O)c2ccccc21	0.0%	?	-22.5%	?	-6.2%	9.6%	-133.5%[inhibitor]	3.7%
COc1cccc(-c2cc(C(=O)NCc3ccccc3)[nH]n2)c1	-1.9%	-2.2%	-19.1%	.	.	2.6%	.	-11.8%
O=C(N[C@@H](Cc1ccccc1)C(=O)OCc1ccccc1)c1nc[nH]c1C(=O)N1CCN(c2ccccc2)CC1	-3.9%	-12.8%	?	.	i	11.6%	9.9%[10 µM]	-9.6%
Cn1c(SCC(=O)NCc2ccc(F)cc2)nc2ccccc21	-1.3%	-7.9%	-12.7%	-2.7%	-3.6%	-1.9%	13.7%	-1.5%
COC(=O)c1ccc(-n2nnnc2SCC(=O)N2CCCCC2)cc1	-2.3%	4.4%	-0.1%	4.8%	i	-2.6%	-5.9%	-7.9%
CCOc1ccccc1OCCCC(=O)Nc1ccc(OC)nc1	1.0%	1.6%	-6.2%	4.0%	-17.7%	-22.3%	15.6%[10 µM]	-0.3%
COc1c(F)c(F)c(C(=O)Nc2ccc(N3CCN(C(C)=O)CC3)c(Cl)c2)c(F)c1F	-1.2%	?	-18.5%	.	i	2.4%	-20.1%	0.7%
C#CC(C)OC(=O)C(C)NC(=O)c1ccccc1 (stereo unspecified)	-3.0%&0.3%	-7.1%&2.3%	-12.9%&1.7%	.	i	1.0%&5.5%	-20.3%	2.9%&-3.3%

3 entries out of the list, arranged by count of non-hydrogen atoms, low to high:
SMILES	TR SRC2 fluor cs	Tau ThT inhib	Tau fluor cs	L3MBTL1 inh	RECQ1 helicase	TRb SRC2 PPI	HTT ATP protect	Tau FP inhib
CC(=O)NC1(C(=O)O)CCCC1	-0.9%	-7.1%	-5.0%	13.3%	-6.1%	5.1%	14.2%[10 µM]	3.4%
CCOc1ccccc1OCCCC(=O)Nc1ccc(OC)nc1	1.0%	1.6%	-6.2%	4.0%	-17.7%	-22.3%	15.6%[10 µM]	-0.3%
Cc1nn(Cc2ccccc2)c2c1C(c1cccc(Cl)c1)C(C#N)=C(N)O2 (stereo unspecified)	-1.6%	?	?	.	6.8%	0.2%	-2.9%	?

The list goes on.
SMILES	TR SRC2 fluor cs	Tau ThT inhib	Tau fluor cs	L3MBTL1 inh	RECQ1 helicase	TRb SRC2 PPI	HTT ATP protect	Tau FP inhib
COc1ccc(-c2ocnc2C(=O)NCc2nn(-c3ccccc3)nc2C)cc1	-0.6%	-15.8%	-25.9%	9.9%	-10.1%	0.9%	25.5%[10 µM]	-3.8%
Cc1ccccc1Cn1c(=O)n(-c2ccc(Cl)cc2)c(=O)c2c3c(sc21)CCCC3	1.7%	3.8%	-1.9%	.	.	-1.2%	.	-5.7%
CCS(=O)(=O)N1Cc2ccccc2CC1C(=O)Nc1nc2ccc(C)cc2s1 (stereo unspecified)	-0.3%[53 µM]	-15.0%	-21.9%	-14.0%	?	-0.1%[53 µM]	-9.0%[10 µM]	-4.2%
NC(=O)c1ccc(NC(=O)COC(=O)CCCN2C(=O)c3cccc4cccc(c34)C2=O)cc1	-1.3%	-1.3%	-5.1%	-4.1%	0.0%	12.3%	.	-10.8%
CN1CCN(S(=O)(=O)c2ccc(NC(=O)C3CCCCC3)cc2)CC1	0.5%	-9.8%	-3.9%	.	i	-0.8%	-24.1%[0.074 µM]	-0.1%
CC1CCCCN1c1nnc(N)s1 (stereo unspecified)	-2.2%	-17.2%	-11.4%	-2.7%	-13.1%	-8.6%	-13.1%[0.074 µM]	-4.3%
CCOc1ccccc1NC(=O)Nc1ccon1	-1.6%	-3.9%	-2.2%	6.1%	-12.3%	6.8%	-29.0%[10 µM]	1.7%
CCOC(=O)c1c(C)[nH]c(C)c1S(=O)(=O)N(C)CC(=O)Nc1ccc(C)c(F)c1	1.0%	4.7%	-11.2%	.	.	-4.1%	.	-3.1%
CC(C)(C)c1ccc(NC(=O)N2CCN(c3ccc([N+](=O)[O-])cn3)CC2)cc1	-0.2%	?	?	-7.1%	-1.7%	-2.3%	17.7%[10 µM]	?
COCCn1c(SCc2nc3ccccc3c(=O)[nH]2)nnc1-c1ccncc1	0.6%	-6.3%	2.3%	2.3%	-1.2%	-4.8%	-18.2%[10 µM]	3.3%
COc1ccccc1N1CCN(CCCNc2c(C)c(=O)n(C)c(=O)n2C)CC1	-4.5%&-2.1%	7.8%&2.2%	-6.3%&1.6%	.	-10.0%	-2.2%&7.3%	17.9%	5.9%&-6.3%
CN(C(=O)Nc1ccc(Cl)cc1Cl)C1CCCC1	3.5%	-8.7%	-10.2%	9.2%	i	5.9%	-12.8%[10 µM]	1.6%
COC(=O)CNC(c1ccccc1)c1cc(C)ccc1NS(=O)(=O)c1ccc(C)cc1 (stereo unspecified)	-1.8%	-1.1%	-18.8%	-11.1%	-0.3%	-3.1%	-4.9%[10 µM]	-6.2%
CCCCNc1c(N2CCN(C(=O)OCC)CC2)c(=O)c1=O	0.7%	4.5%	5.1%	2.0%	-5.9%	-0.3%	-11.9%[10 µM]	?
CCCSc1nnc(Cc2cc(=O)[nH]c(=O)[nH]2)n1-c1cc(C)ccc1C	-3.4%	-8.5%	-4.8%	6.7%	0.2%	-7.6%	-17.5%	-4.3%
O=C(O)CCCCCNS(=O)(=O)c1cccc2nsnc12	-7.9%	-9.7%	-9.7%	.	i	0.6%	-2.7%	0.6%
COc1ccc(OC(C)C(=O)Nc2cccc(OC)c2)cc1 (stereo unspecified)	-0.1%	-12.1%	-4.5%	-8.1%[11.4 µM]	5.9%	-7.4%	8.5%	-5.6%
O=C(Cn1nc(-c2ccccc2)ccc1=O)Nc1ccc(N2CCN(C(=O)c3ccccc3)CC2)cc1	-2.1%	-18.2%	-16.6%	-20.3%	-6.3%	-12.3%	19.1%[10 µM]	4.3%
COc1ccc(NCc2nnc(SCCN3CCCCC3)n2-c2ccc(C)cc2)cc1	-5.0%	-4.8%	-3.3%	-11.7%	i	-4.3%	.	-1.3%
COc1ccccc1-c1nccc(-n2ccnc2)n1	-3.3%	-11.6%	-2.1%	.	8.5%	-3.8%	2.2%	-8.1%
CC(C)CCn1c(=O)c2ccccc2n2c(CN(C)Cc3ccccc3)nnc12	0.4%	-13.6%	-15.6%	1.5%	-18.5%	-24.1%	14.0%[10 µM]	-9.6%
